Anthrax LF prot = anthrax lethal factor protease inhibition | P15917 | multiplex microsphere protease cleavage assay, LF | inhibition, % at 10 µM | hit rate 0.12% among 360,000; also: plate controls were buffer without enzyme for full effect and enzyme alone for no effect
Target sequence (P15917 whole entry, looked up): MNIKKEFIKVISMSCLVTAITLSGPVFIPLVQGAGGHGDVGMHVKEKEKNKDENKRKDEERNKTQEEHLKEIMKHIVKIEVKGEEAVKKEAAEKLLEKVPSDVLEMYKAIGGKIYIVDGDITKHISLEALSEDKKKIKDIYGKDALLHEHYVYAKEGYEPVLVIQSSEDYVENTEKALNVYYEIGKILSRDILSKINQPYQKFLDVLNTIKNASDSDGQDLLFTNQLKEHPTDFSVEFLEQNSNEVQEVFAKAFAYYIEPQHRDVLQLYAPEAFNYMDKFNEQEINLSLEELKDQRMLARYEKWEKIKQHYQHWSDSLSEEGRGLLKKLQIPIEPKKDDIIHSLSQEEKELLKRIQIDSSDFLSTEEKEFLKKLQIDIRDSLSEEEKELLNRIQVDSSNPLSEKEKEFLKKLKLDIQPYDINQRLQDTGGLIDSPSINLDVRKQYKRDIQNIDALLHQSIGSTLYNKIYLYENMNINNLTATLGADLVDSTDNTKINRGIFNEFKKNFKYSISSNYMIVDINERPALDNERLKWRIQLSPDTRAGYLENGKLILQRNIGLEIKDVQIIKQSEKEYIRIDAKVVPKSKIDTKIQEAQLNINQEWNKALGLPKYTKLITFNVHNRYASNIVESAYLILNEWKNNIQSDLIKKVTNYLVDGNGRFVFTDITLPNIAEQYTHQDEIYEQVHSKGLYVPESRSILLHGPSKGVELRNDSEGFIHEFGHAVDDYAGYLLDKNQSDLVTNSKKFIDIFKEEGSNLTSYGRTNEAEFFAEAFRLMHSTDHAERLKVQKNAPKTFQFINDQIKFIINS
PfHsp40 rescue = restores yeast growth despite PfHsp40 toxicity; hit rate 0.68% among 340,000; S. cerevisiae expressing PfHsp40, growth rescue, ATP luminescence; growth rescue, % at 12.5 µM; in the data active = growth rescue above about 28%, passing the limit was not always enough; inconclusive = no clear call, values can overlap the other calls;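 also: yeast W303a lacking pdr1 and pdr3 grown in galactose medium; growth measured after three days at 30 °C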
VHR inh abs = inhibitors of human VHR1 phosphatase (DUSP3). P51452. recombinant VHR phosphatase, pNPP absorbance. inhibition, % at 13.3 µM. hit rate 0.52% among 290,000. AID 1654; in the data active = inhibition above about 50%; also: some compounds called inactive have numbers as strong as hits
Target sequence (P51452 whole entry, looked up): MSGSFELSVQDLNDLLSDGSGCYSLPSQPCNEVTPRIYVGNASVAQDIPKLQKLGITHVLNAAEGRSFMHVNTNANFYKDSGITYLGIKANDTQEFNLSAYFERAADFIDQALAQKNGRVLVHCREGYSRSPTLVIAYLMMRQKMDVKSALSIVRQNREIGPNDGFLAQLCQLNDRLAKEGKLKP
CCHFV vOTU inh = CCHFV vOTU protease inhibition | AID 651958 | hit rate 0.55% among 370,000 | Pep-AMC fluorescence | inhibition, % at 11.5 µM; in the data active = inhibition above about 30%; also: 0% = vehicle wells with enzyme and 100% = no enzyme wells
TcdB inh = inhibitors of Clostridioides difficile toxin B glycohydrolase; P18177; hit rate 0.24% among 350,000; inhibition, % at 9.99 µM; AID 652162; TcdB glycohydrolase enzymatic assay, plate reader; in the data active = inhibition above about 10%
BoNT A protease = inhibitors of Botulinum neurotoxin A light chain protease; multiplex microsphere protease substrate cleavage, flow cytometry; inhibition, % at 10 µM; AID 588499; hit rate 0.17% among 360,000; also: plate controls were buffer without enzyme for full effect and enzyme alone for no effect
SARS 3CLpro inh = SARS-CoV 3CLpro protease inhibition; inhibition, % at 6 µM; P0C6X7; recombinant SARS-CoV 3CLpro, quenched FRET peptide cleavage; hit rate 0.14% among 290,000; in the data active = inhibition above about 12%
Yp Topo-I inh = blocks Yersinia pestis topoisomerase I activity | Y. pestis Topo-I cleavage product accumulation, plate reader | activity, % at 10 µM | hit rate 0.064% among 360,000 | AID 504884; in the data active = activity above about 50%, passing the limit was not always enough; inconclusive = no clear call, values can overlap the other calls; also: inactives centre near 2
BH1578 lux ind = inducers of Vibrio cholerae quorum light production without autoinducers | V. cholerae BH1578 lux reporter, luminescence, 6 h | AID 588436 | hit rate 0.16% among 350,000 | activation, % at 18.7 µM; in the data active = activation mostly above about 9.7%, no sharp cut-off; inconclusive = no clear call, values can overlap the other calls; inactive = mostly below about 3.7%; also: not every result past the cut was called active; inactives centre near 0; reference of the scale not given here
PriA SSB inh = blocks PriA binding to SSB C-terminal tail; AID 1272365; hit rate 0.6% among 430,000; inhibition, % at 33 µM; AlphaScreen SSBct-PriA binding, biotinylated peptide; in the data active = inhibition mostly above about 37%, no sharp cut-off; inactive = mostly below about 20%;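 also: plate controls were negative control peptide for no effect and reference peptide for full effect; strong numbers were not always called active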
* = called active by the depositor; i = inactive; u = inconclusive; x = no result given; & = joins results of further samples. Rule as the data show it, unless noted: active = inhibition above about 30%; inconclusive = no clear call, values can overlap the other calls; inactive = below that. A portion of the library (hit frequency here may not be typical).

SMILES	Anthrax LF prot	PfHsp40 rescue	VHR inh abs	CCHFV vOTU inh	TcdB inh	BoNT A protease	SARS 3CLpro inh	Yp Topo-I inh	BH1578 lux ind	PriA SSB inh
Cc1ccc(C)c(S(=O)(=O)N2CCN(C(=O)CCC(=O)NCc3ccc(Cl)cc3)CC2)c1	x	-0.6	x	14	0.6	x	x	12	i	-2
CCC(C)Oc1cc(-c2ccnc(Nc3cccc(Cl)c3)n2)ccn1 (stereo unspecified)	-10	1.3	7	-7	-2.4	0.4	x	-2	1.7	-23
Cc1ccc(-n2nc(C)c3c(-c4cccs4)c(C#N)c(N)nc32)cc1	1	1.7	-4	-10	x	1.7	7	20	-0.2	-7
CCC/C(C#CCCN1C(=O)c2ccccc2C1=O)=C1/c2ccccc2C(=O)N1c1ccccc1	-8	-0.3	x	14	0.2	-0.2	x	-4	1.2	-2
COc1ccccc1CNC(=O)C1CCCN(S(=O)(=O)c2c(C)[nH]c(=O)[nH]c2=O)C1 (stereo unspecified)	0	0.6	15	23	x	0.9	2	-5	i	-3
O=C(NCc1ccccc1)c1cc(C2CCCCN2S(=O)(=O)c2cccc3cccnc23)on1 (stereo unspecified)	0	x	x	14	2.7	0.2	x	33	-0.4	x
CCN1CCN(c2ccc(NC(=O)c3ccc(Cl)c(S(=O)(=O)N4CCCC4)c3)cc2)CC1	-13	-1.0	x	-5	0.8	-1.0	x	-19	i	13
N=C1/C(=C\c2ccc(Br)o2)C(=O)N=C2SC(CC(=O)N3CCCCC3)=NN12	1	-0.6	11	1	1.2	1.3	2	-9	-0.5	-1
O=C(CN1C(=O)COc2ccccc21)c1cccc(Cl)c1	-3	-0.6	30	-15	x	-1.0	1	6	i	-27
CCc1cc2c(=O)c(-c3nc4ccccc4n3C)c(C)oc2c(CN2CCCCC2)c1O	-6	-0.7	-8	-19	0.5	-1.2	-1	-1	i	-7

An excerpt from above in order of molar mass, smallest number first:
SMILES	Anthrax LF prot	PfHsp40 rescue	VHR inh abs	CCHFV vOTU inh	TcdB inh	BoNT A protease	SARS 3CLpro inh	Yp Topo-I inh	BH1578 lux ind	PriA SSB inh
CCc1cc2c(=O)c(-c3nc4ccccc4n3C)c(C)oc2c(CN2CCCCC2)c1O	-6	-0.7	-8	-19	0.5	-1.2	-1	-1	i	-7
COc1ccccc1CNC(=O)C1CCCN(S(=O)(=O)c2c(C)[nH]c(=O)[nH]c2=O)C1 (stereo unspecified)	0	0.6	15	23	x	0.9	2	-5	i	-3
Cc1ccc(C)c(S(=O)(=O)N2CCN(C(=O)CCC(=O)NCc3ccc(Cl)cc3)CC2)c1	x	-0.6	x	14	0.6	x	x	12	i	-2

The listing continues.
SMILES	Anthrax LF prot	PfHsp40 rescue	VHR inh abs	CCHFV vOTU inh	TcdB inh	BoNT A protease	SARS 3CLpro inh	Yp Topo-I inh	BH1578 lux ind	PriA SSB inh
Cc1ccc2nc(-c3cccnc3)cc(C(=O)N3CCN(c4ccc([N+](=O)[O-])cc4)CC3)c2c1	-5	-0.7	21	1	1.9	0.9	0	0	-0.1	3
COc1ccc(OC)c(/C=N/NC(=O)C(O)c2ccccc2)c1 (stereo unspecified)	-3	2.4	25	-165	0.4	0.1	3	-2	-0.4	x
Cc1ccc(C)c(N2CCN(C(=O)COc3cc(=O)n(C)c4ccccc34)CC2)c1	2	-0.5	21	-7	x	-1.1	2	21	-0.4	-5
CCOC(=O)c1c(-c2ccccc2)oc2ccc(O)cc12	3	318*	22	-1	1.9	2.6	2	-4	-0.4	-26
O=C(CS(=O)(=O)Cc1ccccc1)N1CCc2ccccc2C1	-2	0.0	-11	11	x	-0.3	3	4	-0.3	6
CC(=O)NC1C(=O)N(CCc2ccccc2)c2ccccc21 (stereo unspecified)	12	0.0	5	11	x	2.0	6	-1	i	-12
O=C(CNC(=O)OCc1ccccc1)NCC(=O)Nc1ccc(Br)cc1C(=O)c1ccccc1	-2	-0.9	8	-12	x	-0.4	6	5	-0.4	-1
CC(C)CNS(=O)(=O)c1ccc(C(=O)Nc2ccc3c(c2)OCCO3)cc1	-5	0.5	-6	-7	x	0.4	0	9	0.9	-9
CNC(=O)COC(=O)c1ccc([N+](=O)[O-])cc1Cl	1	-1.0	22	-6	-0.6	0.6	-3	-2	-0.4	-1
CN(c1c(C#N)c(C(F)(F)F)nn1C)N(S(C)(=O)=O)S(C)(=O)=O	-1	1.5	17	-3	1.9	-0.7	1	-4	i	0
CCOC(=O)c1ccc(NC(=O)C2C3C=CC(C3)C2C(=O)O)cc1 (stereo unspecified)	-1	0.1	-1	10	x	-0.3	-5	-1	i	-10
O=C(CSc1nc2ccccc2c(=O)[nH]1)c1ccc(O)c(O)c1	-7	0.3	-5	-7	0.3	-1.8	6	-8	i	3
CC1=C(C(=O)Nc2ccccc2)C(c2ccccn2)n2ncnc2N1 (stereo unspecified)	2	-0.1	25	7	x	-1.1	4	4	-0.6	3
COc1ccc(N2CCN(C(=O)c3ccc4c(c3)CCN4S(C)(=O)=O)CC2)cc1	-3	x	x	10	1.0	0.3	x	11	0.5	x
Cc1ccc(S(=O)(=O)NN=C2CC(C)(C)CC(=O)C2(C)C)cc1	-3	x	x	4	0.0	-0.5	x	-9	-4.5	x
CCO[C@@H]1OC(C(=O)N2CCOCC2)=C[C@H](C(C)(C)C)[C@H]1CCCO	-12	-1.6	x	-4	x	-0.6	x	-12	i	7
C#CCNC(=O)C1=C[C@H](c2ccc(C(F)(F)F)cc2)[C@@H](CCCO)[C@H](OCC)O1	-4	2.5	18	2	0.8&0.9	-0.4	-3	-4	i	-6
CCn1c(SCC#N)nc2c(c1=O)C1(CCCC1)Cc1ccccc1-2	0	-0.3	25	15	x	-1.7	-1	16	i	-7
CC(C)CN(C(=O)COC(=O)CSc1ccccc1)c1c(N)n(Cc2ccccc2)c(=O)[nH]c1=O	-2	-0.2	x	10	2.1	-0.7	x	-10	i	-1
Cc1noc(C)c1COC(=O)CCCc1nc2ccccc2s1	-1	0.4	18	6	x	1.0	-1	2	i	-17
CN(N)c1nc2ccccc2nc1C(F)(F)F	0	0.2	11	6	0.6	-0.4	2	-14	0.2	-8
COc1cc(-c2nc3ccccn3c2NCC2CCCO2)ccc1O (stereo unspecified)	-2	-0.6	21	-59	x	0.2	4	-9	-0.2	0
Cc1cc(=O)oc2cc(OCC(=O)NC3(C#N)CCCCC3)ccc12	1	x	x	-68	-0.1	0.0	x	3	1.2	x
CC(=O)Nc1ccc(S(=O)(=O)NCC(=O)OCC(=O)NCCc2ccccc2)cc1	-2	x	x	-3	1.5	-0.3	x	-3	-0.4	x
COC(=O)CSC1=C(C#N)C(=O)NC2(CCCCC2)S1	-1	-0.1	18	18	1.4	0.5	-3	-5	-0.8	-1
C(=C\c1ccccc1)/CN1CCN(C(c2ccccc2)c2ccccc2)CC1	-9	1.0	-18	-5	0.8	-1.0	3	2	6.2	-4
c1ccc2c(c1)nc(-c1ccncc1)n1nnnc21	1	-0.5	25	-8	x	0.3	-1	5	i	-4
Cc1cccc(C(=O)NCc2nnc(SCC(=O)Nc3nncs3)n2C)c1	-1	1.3	-22	16	-2.6	-0.4	-2	-6	-0.2	-12
CCOc1ccc(NC(=O)c2csc3c2CCCC3)cc1	-3	0.6	-4	9	0.2	-0.4	-2	5	-0.1	115*
CCCC(c1nnnn1C(C)(C)C)N1CCN(Cc2ccccc2OC)CC1 (stereo unspecified)	5	0.7	-5	5	0.9	-0.4	1	0	i	-20
c1ccc(-c2cc(N3CCCCCC3)n[nH]2)cc1	-2	0.4	-6	0	x	-1.1	8	4	2.8	11
Cc1c2c(nc3c(C)cccc13)OC(C)C2 (stereo unspecified)	1	0.1	13	4	x	0.0	3	3	-5.0	-3
CNS(=O)(=O)c1cccc(C(=O)NCC2(N3CCCCC3)CCCCC2)c1	4	-1.6	-7	1	0.3	-0.2	-2	-5	-0.3	-7
S=c1nc[nH]c2c1sc1nc(-c3ccccc3)c3c(c12)CCCC3	5	1.6	17	-6	1.1	11	1	-3	i	-8
COc1ccc2[nH]c(=O)c(CN(C(=O)c3cccnc3)c3cccc(C)c3)cc2c1	-4	0.8	-14	-2	-0.2	-0.3	0	13	-0.5	-11
O=C(Nc1cccc2ccccc12)c1ccccc1	-9	-1.4	20	0	0.8	2.2	-4	7	-0.6	-13
O=C(CNc1ccc(Oc2ccccc2)cc1)N1CCOCC1	-2	1.2	21	0	x	-0.3	-1	-8	-0.6	-5
COC(=O)C[C@H]1C[C@H]2c3cc(NC(=O)NC4CCCC4)ccc3O[C@H]2[C@@H](CO)O1	-4	x	x	-3	0.7&0.5	0.7	x	1	i	x
Cc1nc2c(-c3ccc(F)cc3)c(C)nn2c(C)c1CCC(=O)NCCN1CCOCC1	1	-2.8	8	5	2.1	-0.2	-2	0	-0.3	-16
CC(=O)c1cccc(OCC(=O)Nc2cc(Cl)ccc2-n2cncn2)c1	-5	-0.8	x	-7	3.2	-0.9	x	-4	-1.1	1
Cc1noc(C)c1COc1ccc(C(=O)N2CC(C)CC(C)C2)cc1 (stereo unspecified)	-1	0.3	x	-2	0.3	-0.4	x	4	-0.6	0
CCOC(=O)C1CCN(S(=O)(=O)c2c(Cl)ccc3nonc23)CC1	0	-0.1	16	6	-1.7	7.6	3	1	-0.3	x
C=C(C(=O)Oc1c(C(C)(C)C)cccc1C(C)(C)C)c1ccccc1	-14	0.4	x	4	0.6	-0.7	x	-5	-0.4	-15
COCCOC(=O)c1c(C)oc2ccc(OCc3cc(C(=O)OC)oc3C)cc12	3	9.3&-1.2	-1	-1	x	u	0	15	i	-16
CC(C)Cn1c(N)c(C(=O)COC(=O)c2cc(F)cc(F)c2)c(=O)n(C)c1=O	-1	-1.1	-8	6	1.8	-0.5	4	-5	x	-3
CCOC(=O)CN1C(=O)CN(c2ccc(C)c(C)c2)C1=O	1	-0.5	34	10	x	-0.9	3	-2	5.3	-5
COc1ccc(C(=O)NNC(=O)C23CC4CC(CC(C4)C2)C3)c(OC)c1	-2	-0.9	20	12	1.5	-0.7	0	0	-0.6	-2
Cc1ccc(N2C(=O)C(F)(F)C2c2ccccc2)cc1 (stereo unspecified)	-5	7.3	-5	8	2.9	-0.3	1	2	-0.9	-6
CCOC(=O)c1ccc([N+](=O)[O-])c(CS(=O)(=O)c2ccc(Cl)cc2)c1	5	1.8	x	-7	1.0	-1.4	2	8	-1.4	0
NC(=O)C1CCN(C(=O)c2cc(-c3ccccc3Cl)nc3ccccc23)CC1	-3	-0.7	x	3	0.2	-0.5	x	0	-1.1	1

(listing goes on)
SMILES	Anthrax LF prot	PfHsp40 rescue	VHR inh abs	CCHFV vOTU inh	TcdB inh	BoNT A protease	SARS 3CLpro inh	Yp Topo-I inh	BH1578 lux ind	PriA SSB inh
COc1ccc(CCC(=O)Nc2ccc(S(=O)(=O)Nc3ncccn3)cc2)cc1	x	-1.4	x	3	1.2	x	x	2	i	-6
CCOc1ccc(N(CC(=O)NC2CCCC2)C(=O)c2ccc(C)s2)cc1	-6	0.2	17	0	1.9	-3.1	-6	20	-0.3	-3
Cc1ccc(F)cc1-c1cc(C(=O)NCc2cc(C(F)(F)F)cc(C(F)(F)F)c2)[nH]n1	-3	x	x	30*	1.3	-0.1	x	-11	-0.4	x
COc1c(O)cnn(-c2ccccc2)c1=O	x	0.3	-20	6	2.0	x	3	9	-0.7	2
COc1ccc(OC)c(CCNC(=O)CCc2nnc3ccc(N4CCCCC4)nn23)c1	-2	-0.3	22	4	3.1	1.4	-6	8	i	10
O=C(O)C1CCC(=O)N(C2CCCCC2)C1c1ccccc1Cl (stereo unspecified)	x	-0.8	27	5	-0.8	x	1	3	-0.8	-9
COc1ccc(CC2(CO)CCN(Cc3cccc(OC)c3OC)CC2)cc1	-1	-0.5	15	3	0.2	-1.8	1	-2	-2.3	-13
CN1CCN(C(=O)c2ccc(N3CCCC3=O)cc2)CC1	-1	-2.2	28	13	x	0.4	1	-3	-0.3	-5
CCOC(=O)NC1(C(F)(F)F)NC(=O)N(C2CCCCC2)C1=O (stereo unspecified)	1	0.6	-12	-7	x	-0.1	4	-4	i	0

Source: PubChem
